Assay outcomes (PubChem BioAssay)
TRPM1 prom inh = reduces MITF-dependent TRPM1 promoter luciferase signal; 330,000 compounds, 0.83% hits; SK-MEL-5 TRPM1 promoter luciferase, 24 h; inhibition, % at 12.5 µM;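 active = mean inhibition across replicates of 60% or more, whatever share of single replicates reaches that level; inconclusive = some that reach 60%, reason not given; inactive = mean inhibition across replicates below 60%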; also: values of inactives mirror those of a sister screen read the other way
NR2E3 ag-1 = activates human photoreceptor nuclear receptor NR2E3; GST-NR2E3/biotin-RetCOR TR-FRET, 1536-well; inhibition of corepressor binding, % at 4.78 µM; 320,000 compounds, 0.12% hits; AID 2300;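 active = percent inhibition above the cutoff of mean plus 3 SD of all tested compounds, set per screening campaign, cut at about 20% in these data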;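 also: 0% = DMSO wells and 100% = biotin wells as full block of FRET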
Target sequence (Q9Y5X4 whole entry, looked up): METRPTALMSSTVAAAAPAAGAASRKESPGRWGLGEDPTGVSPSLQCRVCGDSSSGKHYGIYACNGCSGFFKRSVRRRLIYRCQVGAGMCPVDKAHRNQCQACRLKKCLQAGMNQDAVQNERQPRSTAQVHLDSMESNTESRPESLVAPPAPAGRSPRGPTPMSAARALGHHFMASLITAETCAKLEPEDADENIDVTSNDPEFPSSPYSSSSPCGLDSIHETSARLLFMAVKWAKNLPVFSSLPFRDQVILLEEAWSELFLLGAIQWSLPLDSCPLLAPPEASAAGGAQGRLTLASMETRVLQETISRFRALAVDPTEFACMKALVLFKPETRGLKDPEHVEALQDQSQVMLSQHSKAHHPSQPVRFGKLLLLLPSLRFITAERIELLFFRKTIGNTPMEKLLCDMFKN
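System: GST-NR2E3 and biotin-RetCOR proteins; probe or stimulus: 7 nM biotin-RetCOR; doses: compound at 4.8 µM, single dose; schedule: Compound–protein incubation for 5 h at 4 °C; detection: time-resolved FRET; read-out: percent inhibition; controls: biotin wells as high control, 0.6% DMSO wells as low control; format: 1536-well plates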
Exocytosis inh = blocks lytic granule exocytosis | 360,000 compounds, 0.66% hits | inhibition, % at 10 µM | TALL-104 LAMP-1 surface exposure, flow cytometry; cells stimulated with thapsigargin and PMA;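 active = inhibition above about 55%, limit read from the data; inconclusive = no clear call, values can overlap the other calls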
iPSC survival up = increases survival of single human iPS cells. hiPSC single-cell survival, ATPlite luminescence; 100% = ROCK inhibitor wells, 0% = DMSO. survival enhancement, % at 20 µM. 360,000 compounds, 0.044% hits; in the data active = survival enhancement above about 18%;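 also: cells exposed to compounds for 16 hours before the ATP read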
CaV13 ICDI inh = Primary screen for inhibitors of IQ motif and Ca2+-dependent inactivation inhibitor domain binding in CACNA1D, Förster resonance energy transfer in living cells, … | 340,000 compounds, 0.098% hits | AID 743397 | inhibition, % at 12.3 µM | HEK cells, CFP/YFP FRET ICDI-IQ, plate reader, 10 min; percent FRET-ratio fall versus neutral wells;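 active = mean replicate inhibition of at least 30% and at least 1% of replicates passing that level; inconclusive = only one of the two criteria is met; inactive = neither criterion is met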;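 also: 0% = median of the neutral control wells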
HIF-2a block = HIF-2a inhibition; 786-0 RCC cells HIF-2a reporter, luciferase luminescence, overnight; inhibition, % at 18.8 µM; 360,000 compounds, 0.72% hits; AID 624352;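 active = inhibition of the luminescence signal of 40% or more relative to plate controls, in a single-dose primary screen at 18.75 µM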
aDG glyco act = alpha-DG glycosylation activation. activation, % at 10 µM. Pro5-aDG cells, alpha-DG glycosylation AlphaScreen (IIH6); 0% Pro5, 100% B10-LARGE cell signal. 360,000 compounds, 0.22% hits;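 active = activation of at least 8% versus controls, or a plate z-score of at least 8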;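 also: Pro5 are CHO cells carrying HIG-tagged alpha-DG that lacks glycosylation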
Vif imaging = HIV Vif inhibition. inhibition, % at 7.49 µM. HEK293T cells, Vif self-association by quenched fluorescence, imaging, 24 h. 340,000 compounds, 0.35% hits; in the data active = inhibition above about 50%, passing the limit was not always enough; inconclusive = no clear call, values can overlap the other calls; inactive = below about 31%; also: some results filed as inactive read as strong as hits
NR2E3 ag-2 = human photoreceptor-specific nuclear receptor agonism; Q9Y5X4; CHO-S Gal4-NCOR/VP16-NR2E3 two-hybrid, luciferase; inhibition of corepressor binding, % at 3.98 µM; 360,000 compounds, 0.35% hits; AID 602229;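 active = inhibition above the mean of all tested compounds plus 3 SD, cut at about 70% in these data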;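 also: 0% = DMSO with NR2E3 transfected cells and 100% = cells lacking NR2E3 construct; higher means lower luciferase signal from less NR2E3 corepressor binding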
Peg3 promoter = reduces Peg3 promoter-driven luciferase expression in HeLa | HeLa PEG-Prom luciferase reporter, luminescence, overnight | inhibition, % at 20 µM | 360,000 compounds, 1.7% hits;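 active = inhibition of at least 50% at 20 µM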
PDI inh = blocks human protein disulfide isomerase activity; P07237; PDI insulin aggregation turbidity, A650, 90 min; inhibition, % at 10 µM; 350,000 compounds, 0.052% hits;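 active = mean inhibition across replicates of 30% or more, whatever share of single replicates reach that level; inconclusive = mean inhibition below 30% while every single replicate reaches 30%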;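 also: absorbance from insulin aggregation driven by PDI reduction with DTT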
Target sequence (P07237 whole entry, looked up): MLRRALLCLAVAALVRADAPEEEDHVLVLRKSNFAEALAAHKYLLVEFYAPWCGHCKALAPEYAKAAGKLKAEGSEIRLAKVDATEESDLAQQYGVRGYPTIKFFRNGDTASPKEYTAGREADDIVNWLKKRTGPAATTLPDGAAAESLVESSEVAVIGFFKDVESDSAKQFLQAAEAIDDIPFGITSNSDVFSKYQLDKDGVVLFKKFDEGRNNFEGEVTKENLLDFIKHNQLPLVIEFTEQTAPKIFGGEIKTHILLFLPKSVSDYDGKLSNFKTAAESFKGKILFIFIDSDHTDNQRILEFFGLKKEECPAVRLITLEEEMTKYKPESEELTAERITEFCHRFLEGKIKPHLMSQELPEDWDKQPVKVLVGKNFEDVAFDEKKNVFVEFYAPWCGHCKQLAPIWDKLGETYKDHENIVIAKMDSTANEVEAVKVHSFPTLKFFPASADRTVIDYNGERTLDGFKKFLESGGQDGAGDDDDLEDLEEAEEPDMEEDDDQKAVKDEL
Starred values were filed as active, the others as inactive; ? = inconclusive; · = no result given.

Each structure is followed by: TRPM1 prom inh, NR2E3 ag-1, Exocytosis inh, iPSC survival up, CaV13 ICDI inh, HIF-2a block, aDG glyco act, Vif imaging, NR2E3 ag-2, Peg3 promoter, PDI inh
- COc1cccc(-c2nnn(CC(=O)N3CCC(C)CC3)n2)c1
 : -17, ·, 6, -0.2, -1, -60, 0.0, 2, -15, -15, -7
- Cc1ccc(C(=O)OCC(=O)NNC(=O)c2ccc([N+](=O)[O-])cc2)o1
 : -3, 4, -4, 0.2, -6, 4, -0.2, 3, -8, -1, 5
- CCOC(=O)c1sc2nc(N3CCOCC3)c3c(c2c1N)CCCC3
 : -6, 0, 4, 4.3, -4, -11, -0.2, 20, 10, 7, 8
- CCOC(=O)CNC(=O)c1cc2c(=O)[nH]c3ccc(C)cc3c2s1
 : -3, -2, -5, -0.6, -4, -1, 0.0, 2, -7, 9, 1
- CC(=O)Nc1ccc(NC(=O)Cn2c(=O)n(-c3ccc(F)cc3)c(=O)c3oc4ccccc4c32)cc1
 : 1, 2, -3, -0.3, -2, -6, -0.1, 3, 0, -3, -2
- CN(C)S(=O)(=O)c1cccc(NC(=S)N/N=C/c2ccco2)c1
 : -17, 3, -5, 0.0, -4, -46, -0.2, 3, -7, -45, 2
- CCN(CC)S(=O)(=O)c1ccc2nc(SC)sc2c1
 : -2, 0, -4, -1.8, -7, 3, 0.2, -8, -1, 14, 6
- COc1ccccc1N1CCN(S(=O)(=O)c2cn(C)c(=O)n(C)c2=O)CC1
 : -2, -3, -8, 4.0, -6, 12, -0.2, -6, -19, 13, ·
- COc1ccc2cc3cc(C(=O)NCCN4CCc5ccccc5C4)sc3nc2c1
 : -3, -4, 2, 6.0, -2, -91, -0.1, 5, -6, -88, 23
- CCc1nc2ccc(C(=O)Nc3cc(-c4ccccc4)ccc3OC)cn2c1N(C)CCC(C)C
 : ·, ·, 0, -0.8, -6, 4, 0.6, 3, 0, 24, 2

The list goes on:
Each structure is followed by: TRPM1 prom inh, NR2E3 ag-1, Exocytosis inh, iPSC survival up, CaV13 ICDI inh, HIF-2a block, aDG glyco act, Vif imaging, NR2E3 ag-2, Peg3 promoter, PDI inh
- Cn1cccc1/C=N/n1c(-c2ccccc2)n[nH]c1=S
 : -4, -2, 1, -1.0, ·, 22, 0.1, 24, 37, 12, -2
- CCc1nnc(NC(=O)C2c3ccccc3Oc3ccccc32)s1
 : 4, 3, -1, 6.4, -5, 20, 0.0, 2, 26, 14, -5
- O=S(=O)(Nc1nc2ccccc2nc1N1CCc2ccccc2C1)c1ccc(Cl)cc1
 : -7, 6, 3, -1.0, -6, -119, 0.0, -7, -137, -114, 1
- N/C(=N\OC(=O)CCCN1C(=O)c2ccccc2C1=O)c1ccc(Br)cc1
 : 2, 1, 0, 4.5, -5, 18, 0.0, -7, -12, 18, 9
- O=[N+]([O-])c1cc2c(c3cccnc13)COCO2
 : -4, ·, 2, -0.4, -3, -4, -0.1, 6, -27, -3, -11
- CCC(C)(C)NC(=O)C(c1ccccc1Cl)N(C(=O)CCC(=O)Nc1cc(C)on1)c1ccc(NC(C)=O)cc1 (configuration not stated)
 : 10, -2, -8, -0.3, -3, 9, 0.0, 8, -39, -10, 11
- CCN1C(=O)N[C@@H](c2cccs2)C(C(=O)OC)=C1C
 : -4, 2, -15, -2.8, -11, 19, 0.0, -5, -14, -1, -3
- COC(=O)CSc1nc2cc(C)ccc2cc1C#N
 : -71, 0, -4, -2.5, -5, -320, -0.2, -8, -197, -366, -3
- Cc1oc2c(c1C(=O)Nc1ccc(C(=O)O)cc1)CCCC2
 : -11, 2, -1, 1.6, -4, -11, -0.2, -5, -25, -10, -3
- CC(C)CNC(=O)COC(=O)c1ccc(Cl)c(S(N)(=O)=O)c1
 : -12, 0, -1, -2.7, -4, 7, 0.0, 11, -17, 13, 3

Additional compounds follow.
Each structure is followed by: TRPM1 prom inh, NR2E3 ag-1, Exocytosis inh, iPSC survival up, CaV13 ICDI inh, HIF-2a block, aDG glyco act, Vif imaging, NR2E3 ag-2, Peg3 promoter, PDI inh
- O=C(Cc1ccc2c(c1)OCCO2)Nc1ccc(Cl)c(S(=O)(=O)N2CCOCC2)c1
 : 0, 3, -3, 3.6, -4, 7, -0.3, -7, 7, 9, -6
- O=c1[nH]c(NC2CCCCC2)nnc1Cc1ccccc1
 : 8, -1, -1, -1.7, -4, 14, -0.1, -8, -3, -3, 0
- Cc1cc2c(c(=O)o1)C(c1cccs1)C(C#N)=C(N)O2 (configuration not stated)
 : 7, 4, 1, -2.2, -5, 14, 0.1, -2, 3, -2, 2
- COc1ccc(OC)c(NC(=O)C2(C)CCN2Cc2ccccc2Cl)c1 (configuration not stated)
 : ·, ·, 5, 4.8, -6, 9, -0.1, -3, 3, 18, 2
- COc1ccc(N2C(=O)CC(Nc3ccc(N4CCOCC4)cc3)C2=O)c(OC)c1 (configuration not stated)
 : 4, 0, 1, -0.9, -2, 7, -0.1, 14, 15, -3, 4
- Cn1c(Oc2ccncc2)nc2cc(-c3ccsc3)sc2c1=O
 : ·, ·, -5, 3.7, -10, -24, -0.1, 12, -18, 0, -2
- COc1cc2c(cc1OC)C(c1ccc(C)o1)CC(=O)N2 (configuration not stated)
 : 5, 6, 1, -0.8, -4, 10, 0.2, 3, 18, 20, ·
- COc1cc(C(=O)Nc2ccc3c(c2)ncn3C(C)(C)C)cc(OC)c1OC
 : -7, ·, -13, 0.1, -3, -12, 0.1, -2, 13, -15, -1
- CCCCc1ccc(N2C(=O)[C@@H]3C(CC(N)=O)NC4(C(=O)Nc5ccc(F)cc54)[C@@H]3C2=O)cc1 (some centres not stated)
 : 13, 2, -1, -1.8, -6, 1, -0.2, 1, -18, 8, 3
- Cc1c(CCOC(=O)CC23CC4CC(CC(C4)C2)C3)sc[n+]1CC(=O)c1ccccc1
 : -1, 2, 18, -1.8, -19, 2, 0.4, -2, -2, 62*, 4

(further entries)
Each structure is followed by: TRPM1 prom inh, NR2E3 ag-1, Exocytosis inh, iPSC survival up, CaV13 ICDI inh, HIF-2a block, aDG glyco act, Vif imaging, NR2E3 ag-2, Peg3 promoter, PDI inh
- O=C(CSc1cccs1)Nc1cccc2ccccc12
 : -57, -3, -1, -0.3, -5, -172, 0.1, -10, -14, -243, 4
- CCOC(=O)c1ccc(N/C=C/C(=O)c2ccco2)cc1
 : -31, 0, 7, -3.2, ·, -267, 0.2, -5, -138, -223, -7
- CCC(CC)C(=O)N(C)c1c(C)nc2c(OCc3cccc(OC)c3)cccn12
 : ·, ·, -8, 3.4, -5, 6, 0.4, -4, 1, 2, 1
- O=C(CCC(=O)c1ccccc1)NCCOc1ccccc1
 : 4, 2, 2, -0.5, 9, 14, 0.2, 5, 0, 6, 3
- O=C(Nc1cc(Cl)ccc1Cl)c1ccc(-c2ccccc2)cc1
 : -7, -7, 5, -0.1, 2, -91, 0.1, -1, -51, -55, 4
- Clc1ccccc1-c1nnc(-c2cccnc2)o1
 : -65, 2, -1, -0.3, -2, -244, -0.1, -5, -85, -206, -2
- COc1ccc(C(=O)Nc2cccc(C(=O)N/N=C/c3ccc(OC)cc3OC)c2)cc1
 : 54, 3, -1, -0.3, -3, 58*, -0.1, -7, -45, 74*, -42
- Cc1cc(NC(=O)CSc2nnc(-c3ccncc3)n2Cc2ccccc2)n(-c2ccccc2)n1
 : -4, 4, -6, 0.1, 3, 21, -0.1, 10, -26, 9, 2
- Cc1ccccc1NC(=O)C(C)OC(=O)CCC(=O)N(CC(C)C)c1c(N)n(CC(C)C)c(=O)[nH]c1=O (configuration not stated)
 : 3, 1, 1, -0.5, -1, 17, 1.4, -3, -12, -1, 9
- COc1ccc(C)cc1NC(=O)C1CCCN(S(=O)(=O)c2cccs2)C1 (configuration not stated)
 : 0, -3, -5, -0.4, -7, 0, -0.1, 19, -4, 6, 11

Following part:
Each structure is followed by: TRPM1 prom inh, NR2E3 ag-1, Exocytosis inh, iPSC survival up, CaV13 ICDI inh, HIF-2a block, aDG glyco act, Vif imaging, NR2E3 ag-2, Peg3 promoter, PDI inh
- CC1(C)CC(=O)C2=C(C1)N(CCN1CCOCC1)C1=C(C(=O)CC(C)(C)C1)C2c1cccc(F)c1
 : 3, 5, 2, -2.6, 2, 18, 0.0, 25, -20, 22, 14
- Cc1ccc2c(C)c(C(=O)Nc3nnc(C)s3)oc2c1
 : 6, 0, -5, -3.0, ·, -21, 0.0, 2, 2, -32, -16
- COc1ccc(NC(=O)Cn2c(C(C)C)nc(C)cc2=O)cc1Cl
 : 4, 1, 0, -0.6, -1, 15, -0.2, 13, -10, 6, 6
- CN1CCN(/C=N/C2=C(C#N)C(c3ccccc3)C3=C(CC(C)(C)CC3=O)O2)CC1 (configuration not stated)
 : 4, -4, 0, -1.7, -6, -19, 0.0, 0, -8, 10, 2
- COc1cccc(NC(=O)CN(C)C(=O)c2cc3ccccc3cc2OC)c1
 : 2, 5, -1, 0.9, -2, -12, 0.7, -5, 7, -12, 1
- NNC(=O)c1nn(-c2ccc(Cl)cc2)cc1O
 : 14, 2, -3, -0.7, -14, 9, -0.2, -15, -6, -8, 6
- COc1ccc(C(=O)OCC(=O)NC2CC2)cc1OC
 : -5, 4, 2, 0.3, -5, 2, -0.1, -4, 7, 12, 2
- COc1ccc(C(CNC(=O)CSc2ccccc2F)N2CCOCC2)cc1 (configuration not stated)
 : -1, 2, 12, -0.4, -5, 9, 1.0, -1, -30, 9, 4
- O=C(CCCSc1nc2sc3c(c2c(=O)[nH]1)CCC3)NCCO
 : 3, -3, 1, 6.2, -7, 8, -0.2, 4, -12, 13, -6
- COc1ccccc1-n1c(CNC(=O)c2ccc(S(=O)(=O)N3CCOCC3)cc2)n[nH]c1=S
 : -2, 1, 0, 2.8, ·, 5, 0.0, ?, 10, 21, 13

(cont.)
Each structure is followed by: TRPM1 prom inh, NR2E3 ag-1, Exocytosis inh, iPSC survival up, CaV13 ICDI inh, HIF-2a block, aDG glyco act, Vif imaging, NR2E3 ag-2, Peg3 promoter, PDI inh
- CCc1ccc(OCC(=O)N(CC)CC)cc1
 : -16, 2, 5, -0.8, -5, -37, 0.2, 1, -34, -15, -1
- CC(=O)Oc1ccc2c(=O)c(Oc3ccccc3)c(C)oc2c1OC(C)=O
 : 5, -4, 19, -0.8, -2, 8, 0.7, 2, -6, 0, 0
- CCC(C)(C)NC(=O)C1CCC(CNS(=O)(=O)c2cccc3nsnc23)CC1 (configuration not stated)
 : 16, -5, -1, -0.4, ·, 7, -0.2, -3, 2, 7, 2
- C1=C(c2ccccc2)CCN(c2ncnc3nc[nH]c23)C1
 : -1, 1, 14, -2.0, -5, -45, 0.4, 6, -21, -40, 9
